Source: PubChem BioAssay
USP1-UAF1 inh – USP1/UAF1 (human) deubiquitinase inhibition; recombinant USP1/UAF1, Ub-Rhodamine cleavage fluorescence; Potency, µM (top dose mostly 57.1 µM), for inactives: at the highest dose activity change, negative = inhibition, most hits filed as inhibitors; 0.23% of 390,000 active; note: potency is the fitted concentration of half-maximal effect; % is set by controls: 0 for no effect and ±100 for the full control effect; nearly all actives have a fitted effect of over 60% in size; inactives centre near -12
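USP1/UAF1 complex (1 nM) preincubated 15 min at room temperature with compound, then Ub-Rho substrate (150 nM final) added. Kinetic fluorescence at 480/540 nm over 6 reads at 60 s intervals; 50 mM HEPES pH 7.8, 0.5 mM EDTA, 0.1 mg/ml BSA, 1 mM TCEP, 0.01% Tween-20.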
TRHR ag – agonists of human TRH receptor; TRHR cells, calcium flux fluo-8, FDSS agonist mode; activation, % at 2 µM; AID 493084; P34981; 0.18% of 360,000 active; in the data active = activation above about 30%; note: 0% is about no effect
Target sequence (P34981 whole entry, looked up): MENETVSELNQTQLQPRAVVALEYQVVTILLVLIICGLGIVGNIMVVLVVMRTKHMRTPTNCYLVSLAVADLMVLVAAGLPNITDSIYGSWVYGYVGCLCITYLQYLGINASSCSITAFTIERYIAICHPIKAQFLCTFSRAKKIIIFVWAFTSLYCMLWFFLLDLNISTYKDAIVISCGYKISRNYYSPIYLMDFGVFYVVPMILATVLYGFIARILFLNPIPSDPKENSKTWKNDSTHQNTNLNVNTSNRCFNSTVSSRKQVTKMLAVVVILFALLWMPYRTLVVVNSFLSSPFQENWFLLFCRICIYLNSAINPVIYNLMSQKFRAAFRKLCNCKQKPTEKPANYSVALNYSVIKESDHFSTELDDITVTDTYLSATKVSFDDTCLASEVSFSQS
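Agonist-mode FDSS calcium read (Ex 480/Em 530, 1 s cycles) in 1536-well TRHR cells with fluo-8 dye, after 10-cycle baseline and 23 nL compound addition; TRH at EC20 (10 nM final) added afterwards for the enhancer phase.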
mIDH1 inhibitor – blocks human mutant IDH1 R132H enzyme; 0.093% of 390,000 active; AID 602179; O75874; Potency, µM (highest dose often 76.6 µM), without a hit: top-dose activity change, negative = inhibition, usual class: inhibitors; IDH1-R132H enzyme, NADPH consumption, diaphorase/resazurin fluorescence; note: potency is the fitted concentration of half-maximal effect; % is set by controls: 0 for no effect and ±100 for the full control effect; nearly all actives have a fitted effect of over 65% in size
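IDH1-R132H (0.5 ug/mL dispensed) in pH 7.5 Tris buffer was preincubated 30 min with compound, then given a substrate mix of 0.016 mM NADPH and 2 mM alpha-KG for 80 min at room temperature; remaining NADPH was read by diaphorase/resazurin fluorescence.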
TRHR enhancer – allosterically enhances the human TRH receptor | P34981 | TRHR cells, fluo-8 calcium fluorescence, EC20 TRH enhancement | enhancement, % at 2 µM | 0.66% of 360,000 active | AID 493056; in the data active = enhancement above about 30%; note: 0% is about no effect
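TRHR-expressing cells loaded with fluo-8 calcium dye were read kinetically (ex 480/em 530) during compound addition, then stimulated with an EC20 of TRH (10 nM final). Enhancement of the Gq-mediated intracellular calcium response was scored.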
Pin1 inhibitor – blocks the human prolyl isomerase Pin1. AID 504891. Q13526. 0.009% of 390,000 active. Potency, µM (top dose mostly 115 µM), without a hit: at the highest dose activity, negative = inhibition, usual class: inhibitors. Pin1 FP peptide displacement, HiFluor488, 10 min; active = well fitted inhibition curve with a large enough effect in the polarisation, with a control signal flat, not every such curve was filed as active; inconclusive = small, poorly fitted or top-dose-only effect, or effect the other way, or a change in a side signal; inactive = no such curve, though single readings can be large or run the other way; the % refers to the polarisation; note: potency is the fitted concentration of half-maximal effect; % is set by controls: 0 for no effect and ±100 for the full control effect
Target sequence (Q13526 whole entry, looked up): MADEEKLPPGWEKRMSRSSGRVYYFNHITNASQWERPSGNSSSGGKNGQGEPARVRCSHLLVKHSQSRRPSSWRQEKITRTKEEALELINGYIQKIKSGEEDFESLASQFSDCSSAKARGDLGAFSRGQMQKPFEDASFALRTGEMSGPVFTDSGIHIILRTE
rTrxR1 inhibitor – inhibitors of rat thioredoxin reductase 1; Potency, µM (highest dose often 114 µM), for inactives: at the highest dose activity change, negative = inhibition, actives largely listed as inhibitors; O89049; 1% of 390,000 active; recombinant rTrxR1, NADPH fluorescence consumption, selenite substrate; note: potency is the fitted concentration of half-maximal effect; % is set by controls: 0 for no effect and ±100 for the full control effect; nearly all actives have a fitted effect of over 65% in size
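Rat TrxR1 (90 nM in the dispensed reagent) was pre-reduced with 400 uM NADPH for 5 min at room temperature, then incubated with compound for 15 min. After 400 uM selenite was added, NADPH fluorescence (Ex 340/Em 450 nm) was followed for 8 min.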
D2 antagonist – D2 dopamine receptor (human) antagonism; P14416; 2% of 340,000 active; inhibition, % at 10 µM; AID 485344; HEK293 TREx D2 cells, calcium flux, dopamine EC80; in the data active = inhibition above about 30%; note: 0% is about no effect
Target sequence (P14416 whole entry, looked up): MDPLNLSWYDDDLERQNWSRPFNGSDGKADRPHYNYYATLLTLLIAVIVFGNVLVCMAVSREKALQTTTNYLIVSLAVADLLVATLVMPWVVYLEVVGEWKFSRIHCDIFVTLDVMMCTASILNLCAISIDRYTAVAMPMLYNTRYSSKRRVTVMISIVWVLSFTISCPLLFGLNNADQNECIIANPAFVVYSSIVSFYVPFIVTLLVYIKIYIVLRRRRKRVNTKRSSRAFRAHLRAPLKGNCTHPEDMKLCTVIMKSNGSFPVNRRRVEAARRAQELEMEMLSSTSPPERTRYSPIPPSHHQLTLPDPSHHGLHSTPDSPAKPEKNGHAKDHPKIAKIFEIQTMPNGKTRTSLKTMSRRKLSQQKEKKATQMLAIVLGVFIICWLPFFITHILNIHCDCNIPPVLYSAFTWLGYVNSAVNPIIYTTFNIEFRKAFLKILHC
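Calcium flux kinetic readout in an inducible HEK293 TREx D2 line plated overnight at 30 C. After 180 s compound exposure, an EC80 dopamine challenge follows with another 180 s kinetic read to detect antagonism.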
TrxR1 substrate – substrates of rat thioredoxin reductase 1; Potency, µM (titrated, usually from 114 µM), without a hit: at the top dose activity change, negative = substrate turnover; 0.01% of 390,000 active; purified TrxR1 substrate turnover, NADPH consumption readout; AID 588456; O89049; note: potency is the fitted concentration of half-maximal effect; % is set by controls: 0 for no effect and ±100 for the full control effect; nearly all actives have a fitted effect of over 50% in size
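Rat TrxR1, dispensed at 90 nM, was prereduced with 400 uM NADPH (final) for 5 min at ~22 deg C, then incubated with compound 15 min before 400 uM selenite. A first-read NADPH fluorescence drop versus no-compound background flagged substrates.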
D2 ag – activates the human D2 dopamine receptor | AID 485358 | activation, % at 2 µM | P14416 | 0.53% of 340,000 active | HEK293 T-REx D2 cells, calcium flux agonist mode;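 active = activation over 3 SD above normal in the single-dose calcium agonist read, cut at about 30% in these data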; note: 0% is about no effect
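Agonism scored from kinetic calcium signal (1 read/sec, 180 s) following compound pin transfer, after a 10 s baseline. Cells: HEK293 Trex line expressing inducible D2 receptor coupled to calcium, dye-loaded after overnight culture at 30 C.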
An asterisk follows results filed as active; & = joins results of further samples; [ ] = remark or other dose. Unless noted, calls come from the whole dose curve; as a rule, active = well fitted inhibition curve with a large enough effect; inconclusive = small, poorly fitted or top-dose-only effect; inactive = no such curve, though single readings can be large or run the other way. This is a subset. The share of hits here may be higher or lower than overall.

For CCC(=O)N1CCc2cc(CNC(=O)Nc3ccc(OC)cc3OC)ccc21 the results were USP1-UAF1 inh 9%, TRHR ag 0.1, mIDH1 inhibitor -5%, TRHR enhancer 2, Pin1 inhibitor -3%, rTrxR1 inhibitor 22%[57.1 µM], TrxR1 substrate -1%[57.1 µM] and D2 ag 0.9.
COc1ccc(NC(=O)C2CCC(CNS(=O)(=O)c3ccc4c(c3)C(C)(C)C(=O)N4C)CC2)cc1 (centres undefined) was read as USP1-UAF1 inh -1%, TRHR ag 0.2, mIDH1 inhibitor 1%, TRHR enhancer 10, Pin1 inhibitor 2%, rTrxR1 inhibitor 12%, TrxR1 substrate 4% and D2 ag 0.5.
Screening S=C(Nc1ccccn1)c1ccccn1 returned USP1-UAF1 inh -12%, TRHR ag -0.3&-0.2, mIDH1 inhibitor 3%, TRHR enhancer -8&4, Pin1 inhibitor 1%, rTrxR1 inhibitor -1%[57.1 µM], D2 antagonist -19&3, TrxR1 substrate -7% and D2 ag 1.3&0.2.
Screening CCOc1ccc(C2=[N+]([O-])C(C)(C)N(O)C2(C)C)cc1 returned USP1-UAF1 inh 0%, TRHR ag -0.8, mIDH1 inhibitor 2%, TRHR enhancer 0, Pin1 inhibitor 1%, rTrxR1 inhibitor -13%[57.1 µM], D2 antagonist -8, TrxR1 substrate -9%[57.1 µM] and D2 ag -0.3.
Cc1ccc(NC(=O)Cc2ccc(Cl)cc2)cc1S(=O)(=O)N1CCCCCC1 was read as USP1-UAF1 inh inconclusive, TRHR ag 1.6, mIDH1 inhibitor 23%, TRHR enhancer 1, Pin1 inhibitor 42%[activator], rTrxR1 inhibitor 12%, D2 antagonist -19, TrxR1 substrate 5% and D2 ag 0.3.
Cc1nn(-c2ccc(F)cc2)c(Cl)c1/C=C/C(=O)OCC(=O)Nc1ccc(F)cc1F was read as USP1-UAF1 inh -9%, TRHR ag -0.1, mIDH1 inhibitor -11%, TRHR enhancer 1, Pin1 inhibitor -2%, rTrxR1 inhibitor 12%, D2 antagonist -2, TrxR1 substrate -2% and D2 ag -0.3.
Screening Cc1ccc(CNC(=O)c2ccc(N3CCC4(CC3)CC(c3ccccc3)=NO4)c(NC(=O)c3ccco3)c2)cc1 returned USP1-UAF1 inh -27%, TRHR ag 0.5, mIDH1 inhibitor -10%, TRHR enhancer 1, Pin1 inhibitor 13%, rTrxR1 inhibitor 9%[57.1 µM], D2 antagonist 1, TrxR1 substrate 16%[57.1 µM] and D2 ag 0.3.
Screening CCOC(=O)N1CCc2c(sc(NC(=O)C3COc4ccccc4O3)c2C(N)=O)C1 (centres undefined) returned USP1-UAF1 inh inconclusive, TRHR ag 0.3, mIDH1 inhibitor -1%, TRHR enhancer 5, Pin1 inhibitor 15%, rTrxR1 inhibitor 11%, D2 antagonist 10, TrxR1 substrate 2% and D2 ag -0.8.
CC(C)(C)c1ccc(C(=O)NNc2cc(N3CCOCC3)nc(N3CCOCC3)n2)cc1 was read as USP1-UAF1 inh -20%, TRHR ag -0.5, mIDH1 inhibitor -5%, TRHR enhancer 19, Pin1 inhibitor -7%, rTrxR1 inhibitor 21%[57.1 µM], D2 antagonist -7, TrxR1 substrate -6%[57.1 µM] and D2 ag 0.6.
Screening O=C(c1noc2c1CCCCC2)N1CCN(c2cccc(Cl)c2)CC1 returned USP1-UAF1 inh -11%, TRHR ag -0.2, mIDH1 inhibitor -2%, TRHR enhancer 5, Pin1 inhibitor 2%, rTrxR1 inhibitor 22%, TrxR1 substrate -6% and D2 ag 0.5.
Screening CC(CNS(=O)(=O)c1ccc(Cl)cc1)n1cncn1 (centres undefined) returned USP1-UAF1 inh -3%, TRHR ag -0.1, mIDH1 inhibitor -7%, TRHR enhancer 3, Pin1 inhibitor 6%, rTrxR1 inhibitor 24%, D2 antagonist 3, TrxR1 substrate 1% and D2 ag 6.0.
CCc1cccc(NC(=O)c2cnc(N3CCOCC3)c3ccccc23)c1 was read as USP1-UAF1 inh inconclusive, TRHR ag -0.3, mIDH1 inhibitor -8%, TRHR enhancer -1, Pin1 inhibitor 2%, rTrxR1 inhibitor 17%[57.1 µM], TrxR1 substrate -3%[57.1 µM] and D2 ag 0.2.
N=C1C(c2nc3ccccc3[nH]2)=C(O)CN1c1ccc(F)cc1 was read as USP1-UAF1 inh -18%, TRHR ag -0.6, mIDH1 inhibitor 13%, TRHR enhancer 14, Pin1 inhibitor -1%, rTrxR1 inhibitor 3%[0.457 µM], D2 antagonist -8, TrxR1 substrate 10% and D2 ag 0.6.
Screening CCOC(=O)[C@H]1[C@H]2COc3ccc(C)cc3[C@@H]2N2C(=O)CN(C)C(=O)[C@@]12C returned USP1-UAF1 inh -26%, mIDH1 inhibitor 6%, Pin1 inhibitor -5%, rTrxR1 inhibitor 24% and TrxR1 substrate 15%.
O=C(C1=C[C@@H](C2CC2)C[C@@H](OCCCCO)O1)N1CCN(Cc2ccc3c(c2)OCO3)CC1 was read as USP1-UAF1 inh -13%, TRHR ag -0.5, mIDH1 inhibitor 8%, TRHR enhancer 1, Pin1 inhibitor -14%, rTrxR1 inhibitor 17%, D2 antagonist 2, TrxR1 substrate 2% and D2 ag 0.4.
`O=C(Nc1ccc(F)c(F)c1)c1cc(S(=O)(=O)NC2CCCCCC2)ccc1F` gave USP1-UAF1 inh -11%, TRHR ag 0.1, mIDH1 inhibitor 1%, TRHR enhancer -3, Pin1 inhibitor 0%, rTrxR1 inhibitor 5%[57.1 µM] and TrxR1 substrate -7%[57.1 µM].
`COc1cccc(C2C(C(N)=O)=C(C)Nc3nc(CCCO)nn32)c1OC` (centres undefined) gave USP1-UAF1 inh -15%, TRHR ag 0.2, mIDH1 inhibitor -5%, TRHR enhancer 3, Pin1 inhibitor -10%, rTrxR1 inhibitor 12%[57.1 µM], D2 antagonist -16, TrxR1 substrate 12%[57.1 µM] and D2 ag 0.2.
`COc1ccc(C(=O)NCC(c2ccco2)S(=O)(=O)c2cccs2)cc1OC` (centres undefined) gave USP1-UAF1 inh -16%, TRHR ag 0.2, mIDH1 inhibitor 13%, TRHR enhancer 2, Pin1 inhibitor 0%, rTrxR1 inhibitor inconclusive, TrxR1 substrate 3%[57.1 µM] and D2 ag 0.8.
For CCCn1c(C)cc(-c2csc(N)n2)c1C the results were USP1-UAF1 inh -15%, TRHR ag 1.0, mIDH1 inhibitor -2%, TRHR enhancer 0, Pin1 inhibitor inconclusive, rTrxR1 inhibitor inconclusive, D2 antagonist -2, TrxR1 substrate -5% and D2 ag 1.7.
CCOC(=O)C1CCCN(C(=O)c2cccs2)C1 (centres undefined) was read as USP1-UAF1 inh -4%, TRHR ag 0.2, mIDH1 inhibitor 12%, TRHR enhancer -1, Pin1 inhibitor -1%, rTrxR1 inhibitor 28%[57.1 µM], D2 antagonist -10, TrxR1 substrate 14%[57.1 µM] and D2 ag 0.1.
`CC(=O)c1ccc(OCc2cc(C(=O)NC(C)CCn3cccn3)no2)cc1` (centres undefined) gave USP1-UAF1 inh -17%, TRHR ag -0.1, mIDH1 inhibitor 9%, TRHR enhancer -4, Pin1 inhibitor 0%, rTrxR1 inhibitor 3%, D2 antagonist 7, TrxR1 substrate -2% and D2 ag -0.4.
`O=C(N1CCOCC1)n1cnc2ccccc21` gave USP1-UAF1 inh -1%, TRHR ag -1.9, mIDH1 inhibitor 2%, TRHR enhancer 4, Pin1 inhibitor 2%, rTrxR1 inhibitor -3%, D2 antagonist -6, TrxR1 substrate 4% and D2 ag -2.1.
COc1ccccc1N1CCN(S(=O)(=O)c2ccccc2)CC1 was read as USP1-UAF1 inh -14%, TRHR ag -2.4, mIDH1 inhibitor 14%, TRHR enhancer -2, Pin1 inhibitor 1%, rTrxR1 inhibitor 11%, D2 antagonist -8, TrxR1 substrate 3% and D2 ag -0.5.
Screening CNc1ccccc1C(=O)OCC(=O)Nc1ccc2c(c1)OCO2 returned USP1-UAF1 inh -19%, TRHR ag -0.4, mIDH1 inhibitor 2%, TRHR enhancer 1, Pin1 inhibitor 7%, rTrxR1 inhibitor 16%, D2 antagonist -10, TrxR1 substrate 48%[activator] and D2 ag 0.3.
`CC(C)(CCl)C(=O)Nc1ccc(Sc2ccc(F)cc2)cc1` gave USP1-UAF1 inh -25%, TRHR ag -0.2, mIDH1 inhibitor 1%, TRHR enhancer 2, Pin1 inhibitor inconclusive, rTrxR1 inhibitor 12%, D2 antagonist 4, TrxR1 substrate -3% and D2 ag 0.7.
For O=C(NCCN1CCOCC1)c1ccc2c(c1)N(Cc1c(F)cccc1Cl)C(=O)c1ccccc1S2 the results were USP1-UAF1 inh -7%, TRHR ag 0.2, mIDH1 inhibitor 12%, TRHR enhancer -4, Pin1 inhibitor -1%, rTrxR1 inhibitor 26%, D2 antagonist -5, TrxR1 substrate 7% and D2 ag -0.3.
O=c1nc2ccccc2c2n1CC(CN1CCN(c3cccc(Cl)c3)CC1)N2 (centres undefined) was read as USP1-UAF1 inh -15%, TRHR ag -0.4, mIDH1 inhibitor 9%, TRHR enhancer -2, Pin1 inhibitor 10%, rTrxR1 inhibitor 27%, D2 antagonist 19, TrxR1 substrate 12% and D2 ag 20.
For CCC(C)NS(=O)(=O)c1ccc(OCC(=O)Nc2ccc3c(c2)OCO3)cc1 (centres undefined) the results were USP1-UAF1 inh -9%, TRHR ag 0.3, mIDH1 inhibitor -5%, TRHR enhancer 14, Pin1 inhibitor 2%, rTrxR1 inhibitor 3%, D2 antagonist 3, TrxR1 substrate 5% and D2 ag 0.0.
`COC(=O)[C@@]1(Cc2ccccc2)[C@H]2C(=O)N(Cc3ccccc3)C(=O)[C@H]2[C@H]2CN=C(SC)N21` gave USP1-UAF1 inh -21%, mIDH1 inhibitor -12%, Pin1 inhibitor -7%, rTrxR1 inhibitor 10% and TrxR1 substrate -2%.
